Screening data: PubChem BioAssay, Sanford-Burnham Center for Chemical Genomics
SENP1 inh – SENP1 (human) catalytic domain inhibition. AID 624204. actives 0.21% (n = 360,000). inhibition, % at 10 µM. recombinant SENP1 catalytic domain, CyPet-SUMO1-YPet FRET cleavage;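 active means inhibition at least 30% at 10 µM, raw YFP signal under a set limit, fluorescence ratio 0.5 to 1.5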;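 further: 0% = enzyme with DMSO and 100% = no enzyme wells; some results filed as inactive read as strong as hits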
Target sequence (Q9P0U3 419-644 limits assumed): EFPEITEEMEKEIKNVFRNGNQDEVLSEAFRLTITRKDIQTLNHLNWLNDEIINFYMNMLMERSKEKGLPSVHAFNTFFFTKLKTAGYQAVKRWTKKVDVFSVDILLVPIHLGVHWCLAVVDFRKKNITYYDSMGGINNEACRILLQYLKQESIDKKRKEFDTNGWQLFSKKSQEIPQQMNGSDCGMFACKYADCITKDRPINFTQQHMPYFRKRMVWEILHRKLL
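Test system: hSENP1 catalytic domain, recombinant; Amount: 20 pM final SENP1 enzyme; Medium: Tris pH 8 buffer plus EDTA, NaCl, BME, BSA, NP40, catalase; Schedule: 50 min enzyme reaction, room temperature, light-protected; Technique: FRET fluorescence in CFP and YFP emission channels; Controls: no-enzyme wells low, DMSO-plus-enzyme wells high control.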
SENP7 inh – SENP7 protease inhibition | AID 434973 | recombinant SENP7, Z-RLRGG-aminoluciferin luminescence, 40 min | actives 1.5% (n = 330,000) | inhibition, % at 5 µM;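 active means inhibition above about 50% at the single test dose, limit read from the data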;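 further: plate controls were DMSO with enzyme for no effect and no enzyme buffer wells for full effect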
Target sequence (Q9BQF6 706-1050 limits assumed): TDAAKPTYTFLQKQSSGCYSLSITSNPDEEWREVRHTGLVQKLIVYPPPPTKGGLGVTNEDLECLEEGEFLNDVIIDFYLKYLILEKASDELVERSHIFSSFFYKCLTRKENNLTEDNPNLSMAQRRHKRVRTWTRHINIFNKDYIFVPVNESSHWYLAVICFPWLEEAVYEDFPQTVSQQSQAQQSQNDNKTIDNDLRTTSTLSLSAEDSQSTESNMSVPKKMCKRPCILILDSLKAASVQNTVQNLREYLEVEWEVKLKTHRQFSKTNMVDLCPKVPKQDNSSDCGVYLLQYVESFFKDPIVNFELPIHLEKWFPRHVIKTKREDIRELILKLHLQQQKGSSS
APOBEC3G inh – APOBEC3G (human) deaminase inhibition. actives 0.28% (n = 330,000). inhibition, % at 20 µM. recombinant A3G, ssDNA deamination FAM/TAMRA fluorescence;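 active means inhibition of at least 40% at 20 µM, with no more than 30% in the related APOBEC3A deaminase screen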;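 further: plate controls were DMSO wells with A3G for no effect and wells lacking A3G enzyme for full effect; some compounds called inactive have numbers as strong as hits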
SENP8 block-1 – SENP8 protease inhibition | Q96LD8 | purified SENP8, Z-RLRGG-aminoluciferin cleavage, luminescence | inhibition, % at 10 µM | actives 1.2% (n = 330,000) | AID 2540; in the data active means inhibition above about 50%
Target sequence (Q96LD8 whole entry, looked up): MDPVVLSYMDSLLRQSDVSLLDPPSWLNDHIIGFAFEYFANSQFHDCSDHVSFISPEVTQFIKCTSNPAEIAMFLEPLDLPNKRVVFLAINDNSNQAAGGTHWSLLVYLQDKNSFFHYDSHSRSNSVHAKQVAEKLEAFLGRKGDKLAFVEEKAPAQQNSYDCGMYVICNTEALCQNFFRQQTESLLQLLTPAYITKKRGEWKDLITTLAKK
SENP6 inh – inhibitors of human SENP6 protease; actives 1.8% (n = 330,000); Recombinant SENP6 catalytic domain, aminoluciferin luminescence; AID 2599; Q9GZR1; inhibition, % at 10 µM;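 active means inhibition above about 50% at the single tested dose, limit read from the data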;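 further: plate controls were DMSO wells with enzyme for no effect and DMSO wells lacking enzyme for full effect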
Apaf1 inhib – blocks human Apaf-1 apoptosome activity; reconstituted apoptosome caspase-3 activity, DEVD-Rh110 fluorescence; AID 489030; inhibition, % at 20 µM; actives 0.71% (n = 330,000); active means inhibition of at least 40% at 20 µM;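 further: plate controls were DMSO wells for no effect and DEVD-CHO caspase inhibitor wells for full effect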
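System: Apoptosome proteins | Medium: Hepes pH 7.5 with detergent and BSA | Also added: Cytochrome c trigger plus (Z-DEVD)2-Rh110 caspase-3 substrate | Incubation: 30 min compound preincubation, 50 min activation, room temperature | Detection: Rhodamine 110 fluorescence at Ex 480/Em 540 nm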
SENP8 block-2 – blocks human SENP8 cleavage of Nedd8 substrate. recombinant SENP8, Nedd8 substrate fluorescence. actives 0.64% (n = 360,000). AID 602440. inhibition, % at 20 µM. Q96LD8; in the data active means inhibition mostly above about 40%, no sharp cut-off; inactive means mostly below about 27%
UBC13 polyUb – inhibitors of human UBC13 polyubiquitin chain formation; P61088; TR-FRET; inhibition, % at 20 µM; actives 0.47% (n = 330,000); AID 485273; in the data active means inhibition above about 45%, passing the limit was not always enough
Target sequence (P61088 whole entry, looked up): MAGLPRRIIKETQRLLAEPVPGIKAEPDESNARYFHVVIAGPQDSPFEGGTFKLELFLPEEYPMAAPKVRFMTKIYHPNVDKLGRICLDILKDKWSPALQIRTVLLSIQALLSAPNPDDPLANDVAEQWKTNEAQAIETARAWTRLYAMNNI
* = called active by the depositor.

The line under a structure holds: SENP1 inh	SENP7 inh	APOBEC3G inh	SENP8 block-1	SENP6 inh	Apaf1 inhib	SENP8 block-2	UBC13 polyUb
1. CC1(C)CC(=O)C=C(N2CCCC2)C1
  -1	6	-5	8	11	-12	12	0
2. COc1ccc(OCc2nc3ccc(S(=O)(=O)Nc4ccccc4Cl)cc3[nH]2)cc1
  -20	3	-5	3	-9	2	-35	-4
3. COC(=O)c1ccc(/C=C/C(=O)O)cc1
  0	-1	-4	-5	-21	-19	16	3
4. CCOc1ccccc1NC1c2ccccc2C(=O)N1c1cccnc1 (configuration not stated)
  0	0	-1	1	-6	-6	20	4
5. NC(=O)[C@H](Cc1cc2ccccc2s1)NC(=O)[C@@H]1CC2(CC(c3cccc(NC(=O)[C@@H]4CCC(=O)N4)c3)=NO2)CN1C(=O)/C=C/c1c(F)cccc1Cl (some centres not stated)
  -1	6	2	8	3	47*	8	-16
6. Cc1oc(-c2ccccc2F)nc1CSCC(=O)NC1CCC(C)CC1 (configuration not stated)
  2	1	-4	5	-1	7	6	3
7. Cc1ccccc1NC(=O)Nc1ccc2c(c1)CCC2
  3	84*	-5	25	70*	5	5	2
8. CCN1C(=O)[C@@H]2[C@@H](c3ccc(-c4ccc(F)cc4)c(OC)c3)N3CCC[C@@]3(C(=O)OC)[C@@H]2C1=O
  -1	10	1	1	0	23	-26	1
9. COc1cc(/C=N/Nc2ccc(S(N)(=O)=O)cc2)cc(OC)c1OC
  0	-3	-9	-5	-10	-7	-314	3
10. CC1=C(C(=O)Nc2cccc(C(=O)NC(C)c3ccccc3)c2)SCCO1 (configuration not stated)
  -2	-1	-10	-14	1	12	1	3
11. CSc1nc(N(C)C)c2ccccc2n1
  1	-10	-6	-3	-23	0	6	2
12. COC(=O)[C@H](Cc1ccccc1)NC(=O)NCc1cccs1
  5	4	0	5	1	-7	25	-4
13. COc1ccc(Nc2nc(N3CCN(C)CC3)nc3ccccc23)c(OC)c1
  -1	2	11	-4	-11	4	-104	4
14. O=c1cc(-c2ccc(O)cc2)oc2c(C3O[C@H](CO)[C@@H](O)[C@H](O)[C@H]3O)c(O)cc(O)c12 (some centres not stated)
  1	-10	-1	-2	-4	-6	11	-9
15. N/C(Cc1ccccc1)=N\OC(=O)c1cccc2ccccc12
  3	-13	-4	-15	8	5	-61	0
16. O=C1N[C@H](Cc2ccccc2)COC(=O)[C@@H](Cc2ccc(F)cc2)CC/C=C/C[C@H]1CC(=O)N(CCO)Cc1ccccc1
  3	2	-5	-8	-5	24	10	-1
17. C=CCN=C1S/C(=C/c2cccc([N+](=O)[O-])c2)C(=O)N1CC=C
  1	-5	-4	2	-3	9	17	4
18. COc1ccc(S(=O)(=O)NCC2CCCN(Cc3cn(C)nc3C)C2)cc1 (configuration not stated)
  5	3	-9	-3	-8	-7	17	2
19. Cc1ccc(C)c(CSC2=NCCN2S(=O)(=O)c2ccccc2)c1
  -1	2	-3	6	-2	28	-4	6
20. CCCCCCCNc1nc(Cl)nc(NCCO)n1
  2	2	-6	-4	-8	-6	2	6
21. O=C(Cn1[nH]c(=O)c2ccccc2c1=O)Nc1ccc2c(c1)CCC2
  -1	7	-2	0	19	19	-2	-5
22. Cc1ccccc1C1NC(c2ccccc2C)C(C)C(=O)C1C (configuration not stated)
  1	-2	-8	0	-26	7	18	5
23. CCOC(=O)CCc1c(C)c(C#N)c2nc3ccccc3n2c1-n1ccnc1C
  -11	-2	-3	3	7	1	-48	5
24. Cc1cc(C(=O)CSc2nc3ccccc3c(=O)[nH]2)c(C)n1CC1CCCO1 (configuration not stated)
  -3	-2	-3	-12	-20	2	2	-7
25. O=C(CNS(=O)(=O)c1ccccc1)NCC(=O)OCc1ccc(Cl)cc1
  2	12	-8	3	-2	-12	21	12
26. COc1ccc(S(=O)(=O)Nc2nc3c(s2)CCCC3)cc1
  2	2	-5	-5	-5	6	2	-8
27. O=C(O)c1cnn(-c2ccccc2)c1-c1ccccc1
  1	1	-3	-1	-21	-1	32	3
28. O=C(CSc1nnc(Cc2cccs2)n1C1CCCCC1)N1CCCc2ccccc21
  1	2	-1	0	-9	26	21	-10
29. Cc1cc(C)n(-c2nc3c(c(=O)[nH]c(=O)n3C)n2CC(C)C)n1
  0	13	-6	-4	-19	0	16	6
30. Cc1ccc(CN(C)C(=O)C2CCC(=O)N(CC3CCCCC3)C2)o1 (configuration not stated)
  -4	-9	-1	-9	-12	-1	4	-4

An excerpt of these results, in markdown.
| item | SMILES | SENP1 inh | SENP7 inh | APOBEC3G inh | SENP8 block-1 | SENP6 inh | Apaf1 inhib | SENP8 block-2 | UBC13 polyUb |
| --- | --- | --- | --- | --- | --- | --- | --- | --- | --- |
| 6 | Cc1oc(-c2ccccc2F)nc1CSCC(=O)NC1CCC(C)CC1 (configuration not stated) | 2 | 1 | -4 | 5 | -1 | 7 | 6 | 3 |
| 7 | Cc1ccccc1NC(=O)Nc1ccc2c(c1)CCC2 | 3 | 84* | -5 | 25 | 70* | 5 | 5 | 2 |

15 of these compounds in another layout:
no.	Molecule	SENP1 inh	SENP7 inh	APOBEC3G inh	SENP8 block-1	SENP6 inh	Apaf1 inhib	SENP8 block-2	UBC13 polyUb
1	CC1(C)CC(=O)C=C(N2CCCC2)C1	-1	6	-5	8	11	-12	12	0
2	COc1ccc(OCc2nc3ccc(S(=O)(=O)Nc4ccccc4Cl)cc3[nH]2)cc1	-20	3	-5	3	-9	2	-35	-4
3	COC(=O)c1ccc(/C=C/C(=O)O)cc1	0	-1	-4	-5	-21	-19	16	3
4	CCOc1ccccc1NC1c2ccccc2C(=O)N1c1cccnc1 (configuration not stated)	0	0	-1	1	-6	-6	20	4
5	NC(=O)[C@H](Cc1cc2ccccc2s1)NC(=O)[C@@H]1CC2(CC(c3cccc(NC(=O)[C@@H]4CCC(=O)N4)c3)=NO2)CN1C(=O)/C=C/c1c(F)cccc1Cl (some centres not stated)	-1	6	2	8	3	47*	8	-16
6	Cc1oc(-c2ccccc2F)nc1CSCC(=O)NC1CCC(C)CC1 (configuration not stated)	2	1	-4	5	-1	7	6	3
7	Cc1ccccc1NC(=O)Nc1ccc2c(c1)CCC2	3	84*	-5	25	70*	5	5	2
8	CCN1C(=O)[C@@H]2[C@@H](c3ccc(-c4ccc(F)cc4)c(OC)c3)N3CCC[C@@]3(C(=O)OC)[C@@H]2C1=O	-1	10	1	1	0	23	-26	1
9	COc1cc(/C=N/Nc2ccc(S(N)(=O)=O)cc2)cc(OC)c1OC	0	-3	-9	-5	-10	-7	-314	3
10	CC1=C(C(=O)Nc2cccc(C(=O)NC(C)c3ccccc3)c2)SCCO1 (configuration not stated)	-2	-1	-10	-14	1	12	1	3
11	CSc1nc(N(C)C)c2ccccc2n1	1	-10	-6	-3	-23	0	6	2
12	COC(=O)[C@H](Cc1ccccc1)NC(=O)NCc1cccs1	5	4	0	5	1	-7	25	-4
13	COc1ccc(Nc2nc(N3CCN(C)CC3)nc3ccccc23)c(OC)c1	-1	2	11	-4	-11	4	-104	4
14	O=c1cc(-c2ccc(O)cc2)oc2c(C3O[C@H](CO)[C@@H](O)[C@H](O)[C@H]3O)c(O)cc(O)c12 (some centres not stated)	1	-10	-1	-2	-4	-6	11	-9
15	N/C(Cc1ccccc1)=N\OC(=O)c1cccc2ccccc12	3	-13	-4	-15	8	5	-61	0

(more compounds)
The line under a structure holds: SENP1 inh	SENP7 inh	APOBEC3G inh	SENP8 block-1	SENP6 inh	Apaf1 inhib	SENP8 block-2	UBC13 polyUb
31. CNC(=O)c1[nH]cnc1C(=O)Nc1ccccn1
  1	-7	-10	11	9	-20	2	3
32. Nn1c(SCC(=O)N2CCN(S(=O)(=O)c3ccccc3)CC2)nnc1-c1cccs1
  1	5	-4	-3	5	10	0	3
33. CCC(=O)Nc1ccc(NC(=O)c2ccccc2Cl)nc1
  -1	3	0	3	2	-1	7	4
34. CC(NC(=O)C1CCCCC1)C(c1cccs1)N1CCOCC1 (configuration not stated)
  0	-15	-12	-8	-4	12	4	-6
35. CCOC(=O)C(CC)Sc1ncnc2c1nnn2-c1ccc(F)cc1 (configuration not stated)
  0	-2	-2	-8	-4	24	40*	-4
36. CCc1nn(CCCC(=O)N2CCN(c3cccc(C)c3C)CC2)c(=O)c2cc3occc3n12
  -1	1	-8	6	3	40	9	3
37. CCOc1ccc(CN2CCN(C(=O)c3cccc(F)c3)CC2)cc1
  -1	-6	-5	-9	-8	-6	1	-3
38. Cc1oc(-c2cccc(C(F)(F)F)c2)nc1CN1CCN(c2ccccn2)CC1
  -1	-4	-7	-5	-18	16	-22	0
39. CCOC(=O)C1CCCN(C(=O)c2cn(CC(C)C)c(=O)c3cc(OC)c(OC)cc23)C1 (configuration not stated)
  2	-5	0	7	5	-4	-12	0
40. CC(=O)N1c2ccc([N+](=O)[O-])cc2NC(=O)CC1C (configuration not stated)
  -3	-11	-5	-4	-10	4	17	-14
41. O=C(NC1CCS(=O)(=O)C1)c1ccc(S(=O)(=O)N2CCCC2)cc1 (configuration not stated)
  -2	11	-5	-2	-10	-4	4	-3
42. O=C(Nn1c(-c2ccncc2)nc2ccccc2c1=O)c1ccc([N+](=O)[O-])cc1Cl
  2	7	0	0	10	1	7	-2
43. Cc1cccc(NS(=O)(=O)c2ccc(OCC(=O)N3CCCC3)cc2)c1
  -1	-7	-7	5	5	-5	-1	0
44. COc1cc(N)c(Cc2nccc3cc(OC)c(OC)cc23)cc1OC
  -55	12	-6	5	14	47*	26	-6
45. CN1CCN(C(=O)C2=C[C@@H](C3CC3)C[C@@H](OCc3ccc(CO)cc3)O2)CC1
  1	10	-5	-14	-17	0	0	-4
46. CCCN(CC1CC1)C(=S)NC(=O)c1ccc(S(=O)(=O)N2CCOCC2)cc1
  0	-1	-17	1	2	-11	6	0
47. COc1ccc2ccccc2c1C1CC(=O)N2CN(Cc3ccco3)CSC2=C1C#N (configuration not stated)
  -4	16	-1	12	10	52*	45*	-6
48. Cc1ccc(NC(=O)c2ccccc2NS(=O)(=O)c2ccc(Cl)s2)cc1
  -2	-5	-8	-1	12	-4	16	-8
49. O=C(NCC1CC1)c1onc(CSc2ccncc2)c1C(=O)NCC1CC1
  1	-3	-3	4	-14	5	24	0
50. C=CCn1c(SCCN2CCOCC2)nc2c1c(=O)[nH]c(=O)n2C
  0	7	-6	1	-12	3	21	5
51. C=CCN(c1ccccc1)S(=O)(=O)c1ccc(Cl)c(C(=O)OCC(=O)c2[nH]c(C)c(C(C)=O)c2C)c1
  -1	-3	-2	-7	-15	4	17	-1
52. CSc1ccccc1C(=O)NCCSC(C)(C)C
  -2	0	-2	-1	5	-1	11	8
53. CCOc1ccc(NC(C)=O)cc1N
  2	0	-10	0	-2	-4	-17	-3
54. Cc1nc2c(-c3ccc(F)cc3)cnn2c2c1CCC2
  -7	17	-4	-11	-26	8	-194	15
55. COc1ccc(-c2cn3cccnc3n2)cc1NC(=O)C1CC1
  -17	17	1	1	-9	1	-289	-3
56. Cc1c(S(=O)(=O)NC2CCCCCC2)c(=O)n(C)c(=O)n1C
  2	-2	-3	8	-4	1	7	-3
57. Cc1nc(-c2ccccn2)sc1C(=O)Nc1ccc(F)cc1F
  -3	-7	0	-10	-15	2	31	-21
58. CCC(C)Oc1nc2ccccc2nc1NS(=O)(=O)c1ccccc1 (configuration not stated)
  -1	6	-3	10	2	12	-65	-4
59. O=C(NCC1CC1)Nc1ccc(Cl)cc1
  0	-7	-6	-7	-10	-3	22	8
60. C1CCCC(N2CCNCC2)CC1
  1	5	-1	0	-4	-11	10	5
61. CCOc1cc(C(=O)OCC(=O)c2c(N)n(C)c(=O)n(C)c2=O)cc(OCC)c1OCC
  1	0	-3	-3	-4	-11	13	9
62. O=C(COC(=O)C1COc2ccccc2O1)Nc1ccc(Cl)cc1 (configuration not stated)
  4	-13	-5	-16	-4	6	10	0
63. Cc1cccc(CCNc2nc3ccc(C)cc3n3cnnc23)c1
  -42	0	-1	3	-4	18	-83	19
